Compound activity (PubChem)
yeast bub3: NCI yeast anticancer drug screen, S. cerevisiae bub3 mutant strain | % growth inhibition at 50 µM | 78,000 tested, 9.9% active | AID 167, 2004;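 further: 0% = growth of vehicle-only cultures of the same strain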
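Whole-cell yeast assay. The mutant strain was incubated with compounds, and growth inhibition was determined by comparison with vehicle-treated cells.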
yeast cln2 rad14: NCI yeast anticancer drug screen, S. cerevisiae cln2 rad14 strain; growth inhibition, % at 50 µM; 78,000 tested, 8.3% active;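 further: 0% = growth of vehicle-only cultures of the same strain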
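Growth of compound-exposed yeast (cln2 rad14 genotype) measured and expressed as inhibition relative to vehicle.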
sgs1 mgt1: NCI yeast anticancer drug screen, S. cerevisiae sgs1 mgt1 strain; growth inhibition, % at 50 µM; 78,000 tested, 10% active;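 further: 0% = growth of vehicle-only cultures of the same strain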
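Yeast cells carrying a defined DNA-repair defect were exposed to test compounds. Growth inhibition was measured relative to vehicle-treated controls.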
yeast mlh1 rad18: NCI yeast anticancer drug screen, S. cerevisiae mlh1 rad18 strain | 79,000 tested, 11% active | AID 175, 2004 | % growth inhibition at 50 µM;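 further: 0% = growth of vehicle-only cultures of the same strain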
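Genetically defined yeast (DNA repair-deficient) exposed to compounds; growth inhibition determined relative to vehicle.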
mec2-1: NCI yeast anticancer drug screen, S. cerevisiae mec2-1 strain. growth inhibition, % at 50 µM. 79,000 tested, 9% active. AID 157, 2004;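 further: 0% = growth of vehicle-only cultures of the same strain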
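Strain: mec2-1 (DNA repair/cell cycle alteration). Compound exposure, then growth measured; inhibition expressed relative to vehicle.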
rad50: NCI yeast anticancer drug screen, S. cerevisiae rad50 strain. AID 155, 2004. 79,000 tested, 10% active. growth inhibition, % at 50 µM;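 further: 0% = growth of vehicle-only cultures of the same strain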
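A DNA repair-deficient yeast mutant serves as the test organism; compound-induced growth inhibition is calculated against vehicle-treated cells.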
* = called active by the depositor; . = no result given; & = joins results of further samples. No stated cut-off is given here; in the data, active means growth inhibition above about 70%; inactive means the rest. This is a random part of the collection. Share with any hit: about 14%.

SMILES | yeast bub3 | yeast cln2 rad14 | sgs1 mgt1 | yeast mlh1 rad18 | mec2-1 | rad50
c1ccc2c(c1)[nH]c1c2ncc2[nH]c3ccccc3c21 | -1.8 | -60.2 | -7.3 | 7.2 | 2.9 | -2.7
CN(C)CCNC(=O)c1cccc(CO)c1[N+](=O)[O-] | -30.0 | -3.6 | -14.4 | -42.5 | -23.7 | -11.5
CC1CCC(C)(C)c2cc([N+](=O)[O-])cc([N+](=O)[O-])c21 (stereo not drawn) | 80.2* | -8.1 | 26.2 | 17.9 | -0.8 | -6.5
COc1ccc(NC(=O)NC2CCCCC2)c(Cl)c1 | 24.1 | -19.9 | 27.4 | 11.9 | 9.4 | -3.9
COc1ccc(CCN2C(=O)CSC2=S)cc1OC | . | . | . | -2.6 | -17.4 | -14.0
O=C(CNC(=O)OCc1ccccc1)NCC(=O)NC(Cc1ccccc1)C(=O)CCl (stereo not drawn) | 8.7 | -35.1 | 13.3 | -32.1 | 11.6 | -7.8
COc1ccc(/C=N/N2CN(C(C)C(=O)O)C(O)(CCl)N=C2N)cc1OC (stereo not drawn) | 5.1 | -27.4 | -3.0 | -1.5 | -8.9 | 0.9
Cc1ccc(-n2cc(-c3ccc(Cl)cc3)c3c(=N)n(N)cnc32)cc1 | 16.8 | 26.2 | 49.8 | 47.0 | -14.2 | -12.2
CCOC(=O)c1cc(C)ccc1-c1ccc(C)cc1C(=O)OCC | 86.8* | 3.5 | 77.0* | 75.5* | 67.8 | 57.6
CCNCCCCNCCCCNCCCCNCCCCNCC | 4.0 | 11.2 | -6.1 | 6.7 | 4.2 | -16.6
C=C1C[C@H](O)[C@H]2C(C[Se]c3ccccc3)C(=O)O[C@@H]2[C@H]2[C@H](C)C(=O)C[C@@H]12 (stereo partly drawn) | -2.1 | -18.8 | -4.2 | 31.4 | 16.0 | 3.5
CCC(=O)OCCc1ccccc1 | 14.8 | 3.6 | 10.7 | 2.2 | 26.3 | 10.7
COC(=O)C(C)Oc1ccccc1 (stereo not drawn) | -10.0 | -4.8 | -9.4 | -18.5 | -28.2 | 2.4
OC(CF)(c1ccc(Cl)cc1)c1ccc(Cl)cc1 | 91.0* | 91.4* | 92.8* | 89.0* | 92.5* | 90.3*
Fc1ccc(NC(=S)SCc2ccc(Cl)c(Cl)c2)cc1 | 98.2* | 98.3* | 98.8* | 98.8* | 99.0* | 98.1*
CN1CCC(O)(OC(=O)C(c2ccccc2)C2(O)CCCC2)CC1 (stereo not drawn) | 4.7 | 31.3 | 23.4 | -4.2 | 23.0 | 8.3
Cc1ccc(F)cc1S(N)(=O)=O | 12.3 | -14.4 | -16.6 | -7.8 | -9.7 | -19.4
FC(F)(F)c1cc(NC(=S)N2c3ccccc3-n3cccc3C2c2cccnc2)cc(C(F)(F)F)c1 (stereo not drawn) | 26.4 | 43.6 | 44.5 | 70.7* | 47.1 | 74.7*
CCCCCCCCCCCCCCCCOP(=O)([O-])OCC[N+](C)(C)C | 99.7* | 99.2* | 99.6* | 99.8* | 99.6* | 99.8*
O=C1c2ccccc2-c2nc(-c3cccnc3)cc3c2c1nc1ccccc13 | 24.7 | 23.0 | 34.4 | 39.0 | 24.4 | 32.7
C[C@@]12CCC(=O)C=C1CC[C@H]1C2C(=O)C[C@]2(C)C1CC[C@@]2(O)C(=O)COC(=O)CCC(=O)O (stereo partly drawn) | 7.0 | 4.5 | -19.8 | 0.2 | 10.3 | 0.1
CC1=CC(=C(C#N)C#N)CC(C)(C)C1 | -12.9 | -25.7 | 21.9 | -9.6 | -4.6 | 6.5
O=S1(=O)c2ccccc2N2CCCc3cc(Cl)cc1c32 | -8.9 | -3.4 | -41.7 | -4.2 | -23.1 | -49.9
CN(CC(O)C(O)C(O)C(O)CO)CN1C(=O)C(=O)c2ccccc21 (stereo not drawn) | -3.2 | 4.5 | -9.5 | 16.1 | -8.3 | 13.2
COc1ccc(C2Oc3cc(OC)c(OC)cc3C2CCl)cc1OC (stereo not drawn) | -26.9 | -0.4 | -46.8 | -35.2 | 1.9 | -20.1

Four entries from above, ordered by count of non-hydrogen atoms, rising:
SMILES | yeast bub3 | yeast cln2 rad14 | sgs1 mgt1 | yeast mlh1 rad18 | mec2-1 | rad50
COc1ccc(NC(=O)NC2CCCCC2)c(Cl)c1 | 24.1 | -19.9 | 27.4 | 11.9 | 9.4 | -3.9
c1ccc2c(c1)[nH]c1c2ncc2[nH]c3ccccc3c21 | -1.8 | -60.2 | -7.3 | 7.2 | 2.9 | -2.7
CN1CCC(O)(OC(=O)C(c2ccccc2)C2(O)CCCC2)CC1 (stereo not drawn) | 4.7 | 31.3 | 23.4 | -4.2 | 23.0 | 8.3
CCNCCCCNCCCCNCCCCNCCCCNCC | 4.0 | 11.2 | -6.1 | 6.7 | 4.2 | -16.6

Carrying on:
SMILES | yeast bub3 | yeast cln2 rad14 | sgs1 mgt1 | yeast mlh1 rad18 | mec2-1 | rad50
Cc1cc(S(=O)(=O)Nc2nc(N)n(-c3ccccn3)n2)c(S)cc1Cl | -12.7 | -23.1 | -35.0 | -18.1 | -59.4 | -52.5
CC1(C)Cc2c(oc3ncnc(N)c23)CS1 | -4.7 | -4.8 | -8.8 | 9.2 | -14.1 | -10.3
C=Cc1ccc(S(N)(=O)=O)cc1 | -12.7 | -16.6 | -7.5 | -2.2 | 15.4 | -7.5
N=C(N)CNC(=O)OCc1ccccc1 | -12.8 | -16.4 | -9.4 | -19.7 | 26.0 | -14.7
CCCCCCCC/C=C\CCCCCCCC(=O)NN | -2.7 | -76.0 | -4.2 | -12.8 | 0.1 | -7.8
Cc1cc[n+](C)c(-c2ccccc2)c1 | 5.9 | 21.2 | 7.0 | 11.6 | -2.2 | 5.7
Cn1nc(N)c2cccnc21 | -6.1 | 45.1 | 14.3 | 0.3 | 1.7 | -1.2
CC(=O)NC(=O)Nc1ccccc1 | -20.9 | 7.2 | 3.4 | 4.5 | -6.8 | 18.9
N/C(=N\C(=S)N1CCCCC1)N1CCCCC1 | -2.5 | -49.3 | 4.5 | 22.9 | -1.8 | -4.2
CCOC(=O)C(C(=O)OCC)=C1N[C@H](C(=O)OCC)CS1 | -6.7 | 13.0 | -15.8 | -22.8 | -17.5 | -0.8
Cn1cnc([N+](=O)[O-])c1SC1=NCCS1 | 22.9 | 25.3 | 10.2 | -7.5 | -1.4 | 7.8
Nc1ccc(O)c(N=Nc2ccc(S(N)(=O)=O)cc2)c1 | 18.1 | -1.1 | 13.6 | 10.1 | 0.1 | 6.0
COc1cc(OC)c2nc(C)c(CCCl)c(Cl)c2c1 | -14.9 | -12.7 | -1.4 | -42.2 | -17.2 | -19.2
Cc1ccccc1C1OC(N)=C(O)C1=O (stereo not drawn) | 11.4 | -12.5 | -7.6 | 2.1 | -22.6 | -15.7
CN(C)N1C(=O)C(=O)N(c2cccc3ccccc23)C1=O | -17.1 | -40.8 | -48.0 | -28.9 | -19.4 | -41.2
O=c1c(O)c(-c2cccnc2)oc2ccc(Cl)cc12 | 16.7 | 21.6 | 12.8 | 0.4 | 17.8 | -2.1
O=S(=O)(c1ccccc1)N(Cc1ccccc1)S(=O)(=O)c1ccccc1 | 11.2 | 25.8 | 21.6 | 43.6 | -0.4 | 17.6
Cc1cccc(Cl)c1NC(=O)c1cccc([N+](=O)[O-])c1 | 32.4 | -8.0 | 22.9 | 46.4 | 40.6 | 0.1
Cc1nc2ccccc2nc1N1CCCC1 | -47.8 | -25.2 | -26.9 | 0.6 | -29.1 | -6.2
Cn1c[n+](C)c2ccccc2c1=O | 16.1 | -36.6 | -3.2 | -11.7 | -3.9 | -14.1
Clc1ccnc(NC2CCCCC2)c1 | -31.8 | -32.2 | 8.2 | 15.4 | 4.7 | -3.2
C[CH2][Sn]([CH2]C)([O][P+](=O)C[Si](C)(C)c1ccccc1)[O][P+](=O)C[Si](C)(C)c1ccccc1 (stereo not drawn) | -3.4 | -3.5 | 12.7 | 17.9 | 29.6 | 3.8
CC(C(=O)O)/C(=C\c1ccc2c(c1)OCO2)C(=O)O (stereo not drawn) | 12.9 | -7.7 | -12.9 | 16.8 | 11.3 | 8.2
COc1ccc(N=Cc2cc(Cl)cc(Cl)c2OC(=O)c2ccccc2)cc1 | -13.6 | 0.7 | 8.6 | -19.2 | -31.1 | -10.6
Cc1ccc(S(=O)(=O)NNC(=O)c2cccnc2)cc1 | -5.8 | -27.8 | 1.4 | 4.8 | 18.7 | -11.4

Compound profiles, as listed above. Order of values: yeast bub3	yeast cln2 rad14	sgs1 mgt1	yeast mlh1 rad18	mec2-1	rad50
Listed for N=C(N)CNC(=O)OCc1ccccc1 : -12.8	-16.4	-9.4	-19.7	26.0	-14.7
Listed for C[CH2][Sn]([CH2]C)([O][P+](=O)C[Si](C)(C)c1ccccc1)[O][P+](=O)C[Si](C)(C)c1ccccc1 (stereo not drawn) : -3.4	-3.5	12.7	17.9	29.6	3.8
Listed for CC1(C)Cc2c(oc3ncnc(N)c23)CS1 : -4.7	-4.8	-8.8	9.2	-14.1	-10.3

The list continues.
SMILES | yeast bub3 | yeast cln2 rad14 | sgs1 mgt1 | yeast mlh1 rad18 | mec2-1 | rad50
Cc1ccccc1NCc1ccccc1Cl | 99.5* | 99.0* | 98.5* | 96.7* | 99.5* | 99.0*
Cc1ccc(C2(c3ccc(F)cc3)OC(=O)c3ccccc32)c(O)c1 (stereo not drawn) | 98.8* | 93.8* | 97.0* | 96.3* | 88.7* | 86.2*
CCOC(=O)OC(=O)CNC(=O)CN1C(=O)c2ccccc2C1=O | -19.9 | 8.8 | -5.5 | 13.2 | -8.0 | 19.4
CCCCCCCCCCCCCCCCCCNC(=O)c1c(Br)c(Br)cc(Br)c1C(=O)O | -3.7 | -8.3 | 13.2 | 6.8 | 8.6 | -1.4
CC(C)S(=O)(=O)C(C)C | -13.6 | 11.7 | -8.7 | -5.8 | 0.3 | 5.1
CSC1(C(=O)O)C2CCC3C2CCC31 (stereo not drawn) | 51.2 | 26.9 | 9.9 | 41.5 | 16.1 | 12.7
CCOC(=O)n1ccnc1 | 9.1 | 8.0 | 1.5 | -3.0 | -5.5 | -6.4
CC1=CCC(=O)O1 | -7.8 | 12.2 | -1.7 | 15.3 | 8.2 | 2.1
CCCCCCCCCCCCC(CC)(C(=O)OCC)C(=O)OCC | 1.1 | -59.5 | 13.0 | -2.0 | -0.6 | -1.6
NNC(=O)c1ccc(Cl)cc1Nc1ccccc1 | -17.2 | 16.7 | 59.0 | 89.0* | 47.0 | 24.9
CC(=O)n1c2ccccc2c2nc3ccccc3nc21 | -19.6 | -30.9 | 11.9 | -14.1 | 10.4 | 0.3
N#C/C(=C1C=C/C(=N/O)c2ccccc2/1)c1ccc(Cl)cc1 | 34.5 | 41.1 | 60.8 | 72.6* | 77.3* | 56.0
CN(/N=C/c1cccs1)c1ccc(Cl)cc1[N+](=O)[O-] | -7.5 | 0.9 | -13.8 | -1.0 | -8.9 | -29.4
CC(C)(C)CP(=S)(CCP(CCP(=S)(CC(C)(C)C)CC(C)(C)C)CCP(=S)(CC(C)(C)C)CC(C)(C)C)CC(C)(C)C | 0.7 | 9.6 | -18.0 | -16.1 | -14.6 | -0.8
CCCCCC[n+]1ccc(C(=O)c2ccccc2)cc1 | 0.5 | 7.9 | 19.9 | 32.6 | -5.8 | 34.9
Cc1c(-c2ccc3c(c2)COC3)sc(N)c1C#N | 47.8 | 24.3 | 27.2 | -5.4 | -4.3 | 4.7
COc1ccc(/C=N/N=C(\N)NO)cc1O | -13.8 | 4.5 | 2.2 | -7.9 | -9.1 | -15.0
CCCCCP(=O)(O)O.[Cu+2] | -31.6 | -40.0 | -9.9 | -14.2 | -39.6 | -41.4
NNC(=O)c1c(-c2cccnc2)cnc2ccccc12 | -4.8 | -6.8 | -29.3 | -31.4 | -20.6 | -29.4
O=C1C=CC(=O)c2c1cc1ccccc1c2O | -5.8 | 27.4 | 1.4 | 30.6 | -10.8 | 4.5
CN(C)CCCN1N=Nc2cccc3cccc1c23 | 15.2 | 11.7 | -14.3 | 20.1 | 8.2 | 1.8
CC(N)(Cc1c[nH]c2ccccc12)C(=O)O (stereo not drawn) | -15.8 | -26.9 | -16.1 | -19.4 | -43.5 | -13.3
COC(OC)C1(c2ccccc2)Oc2ccccc2C1=O (stereo not drawn) | -9.1 | 18.6 | 3.0 | 19.5 | -8.7 | -2.5
CCCCCNC(=S)NNC(N)=O | 5.2 | -0.7 | -12.8 | -0.8 | -0.1 | 4.2
O=S(=O)(Nc1ccccn1)c1ccc(NCc2c3ccccc3nc3cc(Cl)ccc23)cc1 | 34.8 | 31.9 | 54.5 | 71.8* | 55.2 | 65.9
Nc1ncnc2c1ncn2C1OC(C(O)CO)C(O)C1O (stereo not drawn) | 16.4&1.1 | 10.2&-81.3 | -6.8&-4.2 | -31.6&-16.1 | -71.8&-1.4 | -17.4&-0.7
